BoNT-F LC inh = inhibitors of Botulinum neurotoxin F light chain protease; 360,000 tested, 0.22% active; Multiplex microsphere protease cleavage assay, flow cytometry; inhibition, % at 10 µM; in the data active means inhibition above about 35%, passing the limit was not always enough; inconclusive means no clear call, values can overlap the other calls; further: plate controls were buffer without enzyme for full effect and enzyme alone for no effect
Mtb FBA inh = Mtb fructose-bisphosphate aldolase inhibition. purified M. tuberculosis FBA, fluorescence read-out. inhibition, % at 1 µM. 360,000 tested, 2.3% active. AID 588726; in the data active means inhibition above about 27%;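 further: 0% = vehicle and 100% = reference inhibitor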
Target sequence (P9WQA3 whole entry, looked up): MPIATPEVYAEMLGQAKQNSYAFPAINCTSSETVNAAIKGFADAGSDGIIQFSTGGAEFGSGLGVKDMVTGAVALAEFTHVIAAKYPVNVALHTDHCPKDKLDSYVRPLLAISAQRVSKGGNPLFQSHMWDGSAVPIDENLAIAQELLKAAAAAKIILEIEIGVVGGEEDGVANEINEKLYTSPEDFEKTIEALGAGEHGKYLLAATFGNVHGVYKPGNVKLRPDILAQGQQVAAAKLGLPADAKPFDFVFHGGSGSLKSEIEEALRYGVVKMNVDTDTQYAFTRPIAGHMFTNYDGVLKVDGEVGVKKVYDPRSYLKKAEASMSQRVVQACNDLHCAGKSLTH
UGM FP inh = blocks M. tuberculosis UGM enzyme | P9WIQ1 | 320,000 tested, 0.06% active | inhibition, % at 10 µM | AID 504406 | purified UGM, fluorescence polarization probe displacement; in the data active means inhibition above about 10%, passing the limit was not always enough; inconclusive means no clear call, values can overlap the other calls
Target sequence (P9WIQ1 whole entry, looked up): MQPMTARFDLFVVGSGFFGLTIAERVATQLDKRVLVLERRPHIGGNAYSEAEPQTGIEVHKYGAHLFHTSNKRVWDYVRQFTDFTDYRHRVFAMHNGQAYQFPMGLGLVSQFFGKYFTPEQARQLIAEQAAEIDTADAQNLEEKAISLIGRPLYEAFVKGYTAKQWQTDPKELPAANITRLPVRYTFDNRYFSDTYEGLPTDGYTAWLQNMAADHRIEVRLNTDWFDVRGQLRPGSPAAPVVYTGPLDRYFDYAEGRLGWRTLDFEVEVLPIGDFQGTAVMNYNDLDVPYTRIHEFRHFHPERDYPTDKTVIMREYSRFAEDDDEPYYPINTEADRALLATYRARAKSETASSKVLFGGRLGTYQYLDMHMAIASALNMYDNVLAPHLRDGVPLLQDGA
BoNT-A LC inh2 = blocks Botulinum neurotoxin A light chain protease; multiplex microsphere protease substrate cleavage, flow cytometry; inhibition, % at 10 µM; 360,000 tested, 0.17% active; in the data active means inhibition above about 30%; inconclusive means no clear call, values can overlap the other calls; further: plate controls were buffer without enzyme for full effect and enzyme alone for no effect
PrPC surface inh = cell surface PrPC inhibition, primary TR-FRET screen | TR-FRET read-out | inhibition, % at 13.8 µM | P04156 | 370,000 tested, 0.43% active; in the data active means inhibition above about 24%; further: 0% = median of the test wells and 100% = reference compound wells
GDH-TPI inh = counter-screen for M. tuberculosis FBA inhibitors: GDH-TPI coupled enzymes | GDH-TPI coupled enzyme counterscreen, NADH absorbance | inhibition, % at 4.8 µM | 360,000 tested, 1.2% active | AID 588335;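 further: 0% = DMSO wells and 100% = wells lacking the enzyme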
Mtb BioA inh = BioA (M. tuberculosis) enzyme inhibition. purified M. tuberculosis BioA enzyme, plate reader. inhibition, % at 9.99 µM. 360,000 tested, 0.096% active; in the data active means inhibition above about 40%; inconclusive means no clear call, values can overlap the other calls
CCHF vOTU inh = blocks the CCHF virus ovarian tumor domain protease. inhibition, % at 11.5 µM. CCHFV vOTU protease, Pep-AMC fluorescence. 370,000 tested, 0.55% active; further: 0% = vehicle wells with enzyme and 100% = no enzyme wells
FadD28 FP inh = blocks FadD28 binding to the bisubstrate probe; inhibition, % at 12.5 µM; fluorescence polarization; AID 588549; 360,000 tested, 0.22% active; in the data active means inhibition above about 8.5%, passing the limit was not always enough; inconclusive means no clear call, values can overlap the other calls
An asterisk follows results filed as active. Unless noted, no stated cut-off is given here; in the data, active means inhibition above about 30%; inactive means the rest.

`OCCNc1ncnc2c1cnn2Cc1ccccc1` gave BoNT-F LC inh 3.3, Mtb FBA inh -0.6, UGM FP inh -4.1, BoNT-A LC inh2 -1.0, PrPC surface inh -2.9, GDH-TPI inh 9.0, Mtb BioA inh -0.8, CCHF vOTU inh -1.1 and FadD28 FP inh -0.8.
`COc1cc(CNCCCO)ccc1OCC(=O)NC(C)(C)C` gave BoNT-F LC inh 4.0, Mtb FBA inh 0.9, UGM FP inh -1.0, BoNT-A LC inh2 -0.2, PrPC surface inh -2.2, GDH-TPI inh -3.1, CCHF vOTU inh -1.5 and FadD28 FP inh -5.3.
`CCSc1nnc(SCC(=O)Nc2cc(C)on2)s1` gave BoNT-F LC inh 7.7, Mtb FBA inh 0.6, UGM FP inh 1.4, BoNT-A LC inh2 7.2, PrPC surface inh -3.0, GDH-TPI inh 4.1, Mtb BioA inh 0.4, CCHF vOTU inh 6.6 and FadD28 FP inh -1.2.
Screening COc1ccccc1NC(=S)N1CCOCC1 returned BoNT-F LC inh 3.9, Mtb FBA inh 0.4, UGM FP inh -0.8, BoNT-A LC inh2 -0.4, PrPC surface inh 0.3, GDH-TPI inh 1.1, CCHF vOTU inh -8.8 and FadD28 FP inh -0.7.
`COC(C[C@H]1O[C@H]1C(=O)COCc1ccccc1)OC` gave BoNT-F LC inh -1.2, Mtb FBA inh 0.5, BoNT-A LC inh2 0.1, PrPC surface inh 0.8, GDH-TPI inh 4.3, Mtb BioA inh -0.3, CCHF vOTU inh 14.5 and FadD28 FP inh 1.0.
CCOc1ccc(Nc2ncnc3c2cnn3Cc2ccccc2)cc1 was read as BoNT-F LC inh -4.4, Mtb FBA inh 2.2, UGM FP inh -0.2, BoNT-A LC inh2 0.6, PrPC surface inh 19.7, GDH-TPI inh 12.3, Mtb BioA inh 1.3, CCHF vOTU inh 5.8 and FadD28 FP inh 2.8.
`O=C(O)c1cc2cc(Cl)ccc2[nH]1` gave BoNT-F LC inh 8.4, Mtb FBA inh -1.5, BoNT-A LC inh2 0.6, PrPC surface inh -5.2, GDH-TPI inh 2.6, Mtb BioA inh -2.6, CCHF vOTU inh -0.8 and FadD28 FP inh 0.2.
For Clc1cccc(-c2ccc3ncnc(NCc4cccs4)c3c2)c1 the results were BoNT-F LC inh 1.1, Mtb FBA inh 1.1, UGM FP inh 2.5, BoNT-A LC inh2 0.5, PrPC surface inh 2.1, GDH-TPI inh 7.6, Mtb BioA inh -9.7, CCHF vOTU inh -2.9 and FadD28 FP inh -0.4.
Screening O=c1nc(N/N=C/c2ccccn2)cn[nH]1 returned BoNT-F LC inh -6.0, Mtb FBA inh -1.2, UGM FP inh 0.7, BoNT-A LC inh2 -2.3, PrPC surface inh 24.9*, GDH-TPI inh 24.9, CCHF vOTU inh 0.5 and FadD28 FP inh -0.6.
Screening COCCCNC(CC(=O)Nc1ccc(OC)cc1OC)C(=O)O (configuration not stated) returned BoNT-F LC inh -6.3, Mtb FBA inh -3.8, UGM FP inh -1.0, BoNT-A LC inh2 -0.6, PrPC surface inh 0.2, GDH-TPI inh -2.9, Mtb BioA inh -0.5, CCHF vOTU inh -10.2 and FadD28 FP inh -3.7.
`COc1ccc(CCN)cc1O` gave BoNT-F LC inh 1.1, Mtb FBA inh -0.6, UGM FP inh -1.5, BoNT-A LC inh2 -0.1, PrPC surface inh 3.7, GDH-TPI inh 11.9, Mtb BioA inh -1.7, CCHF vOTU inh 0.7 and FadD28 FP inh 0.0.
CC(C)(C)NS(=O)(=O)c1ccc(/C=C/C(=O)O)cc1 was read as BoNT-F LC inh 2.4, Mtb FBA inh 1.4, UGM FP inh 1.5, BoNT-A LC inh2 0.1, PrPC surface inh -1.4, GDH-TPI inh 2.6, Mtb BioA inh -2.7, CCHF vOTU inh 5.0 and FadD28 FP inh -2.0.
CNC(=O)COC(=O)CCC(=O)c1ccc(Cl)cc1 was read as BoNT-F LC inh -0.3, Mtb FBA inh 3.2, UGM FP inh 2.8, BoNT-A LC inh2 -0.4, PrPC surface inh 3.5, GDH-TPI inh 0.0, Mtb BioA inh -0.4, CCHF vOTU inh -5.2 and FadD28 FP inh 0.8.
Screening O=[N+]([O-])c1ccc(CCNc2cccc3ccccc23)c([N+](=O)[O-])c1 returned BoNT-F LC inh -3.5, Mtb FBA inh 0.8, UGM FP inh -0.4, BoNT-A LC inh2 -0.5, PrPC surface inh -10.0, GDH-TPI inh 1.5, CCHF vOTU inh -26.1 and FadD28 FP inh -5.3.
Screening COc1ccccc1NC(=O)CN1C(=O)COc2ccc(C)cc21 returned BoNT-F LC inh inconclusive, Mtb FBA inh -1.3, UGM FP inh 0.4, BoNT-A LC inh2 -0.1, PrPC surface inh -0.8, GDH-TPI inh -6.9, Mtb BioA inh 0.1, CCHF vOTU inh -3.8 and FadD28 FP inh -2.6.
COCCN(C(=O)COC(=O)/C=C/c1cccc(OC)c1)c1c(N)n(CC(C)C)c(=O)[nH]c1=O was read as BoNT-F LC inh -8.7, Mtb FBA inh 19.3, BoNT-A LC inh2 -1.3, PrPC surface inh -17.4, GDH-TPI inh -1.4, Mtb BioA inh -0.8, CCHF vOTU inh -9.7 and FadD28 FP inh -0.4.
`O=C(NCCC(=O)N1CCCCCCC1)c1ccc(Br)cc1` gave BoNT-F LC inh 5.9, Mtb FBA inh 0.4, UGM FP inh 2.3, BoNT-A LC inh2 1.7, PrPC surface inh 4.4, GDH-TPI inh -9.9, Mtb BioA inh 0.8, CCHF vOTU inh 9.5 and FadD28 FP inh -3.2.
CCCOC(=O)C1=C(C)NC2=C(C(=O)CCC2)C1c1cccs1 (configuration not stated) was read as BoNT-F LC inh -3.7, Mtb FBA inh 7.5, UGM FP inh 1.0, BoNT-A LC inh2 -1.0, PrPC surface inh -0.2, GDH-TPI inh 7.2, Mtb BioA inh -0.7, CCHF vOTU inh -11.7 and FadD28 FP inh -6.5.
`O=S(=O)(Nc1ccccc1)c1ccc(Oc2ncc(C(F)(F)F)cc2Cl)cc1` gave BoNT-F LC inh -6.4, Mtb FBA inh -1.6, UGM FP inh 2.4, BoNT-A LC inh2 0.5, PrPC surface inh 5.0, GDH-TPI inh -0.5, Mtb BioA inh 0.6, CCHF vOTU inh 20.8 and FadD28 FP inh -4.7.
For CC[C@@H]1C/C=C\Cc2ccccc2[C@@H](C(=O)C[C@H](O)CC(C)=O)OC1=O the results were BoNT-F LC inh -5.1, Mtb FBA inh -0.9, UGM FP inh -0.5, BoNT-A LC inh2 0.2, PrPC surface inh 4.6, GDH-TPI inh -2.1, Mtb BioA inh 0.7, CCHF vOTU inh 1.2 and FadD28 FP inh -3.1.
For N#CNc1nc(O)cc(=O)[nH]1 the results were BoNT-F LC inh inconclusive, Mtb FBA inh 2.4, UGM FP inh 1.7, BoNT-A LC inh2 -3.8, GDH-TPI inh 6.0, Mtb BioA inh -0.7 and FadD28 FP inh -1.6.
For COc1nc2ccccc2nc1CCC(=O)O the results were BoNT-F LC inh 1.6, Mtb FBA inh 6.6, UGM FP inh 1.3, BoNT-A LC inh2 0.5, PrPC surface inh -4.8, GDH-TPI inh 1.9, Mtb BioA inh -0.6, CCHF vOTU inh 2.3 and FadD28 FP inh -1.6.
`COc1cccc(NC(=O)NCCCCc2ccccc2)c1` gave BoNT-F LC inh 9.6, Mtb FBA inh 2.5, UGM FP inh 5.8, BoNT-A LC inh2 0.4, PrPC surface inh 2.8, GDH-TPI inh 6.5, Mtb BioA inh -0.6 and CCHF vOTU inh 8.2.
C=CCNC(=S)NCCCCC1NC(=S)N(CC=C)C1=O (configuration not stated) was read as BoNT-F LC inh 0.4, Mtb FBA inh -4.7, UGM FP inh 1.1, BoNT-A LC inh2 -0.1, PrPC surface inh -2.1, GDH-TPI inh 1.9, CCHF vOTU inh 4.2 and FadD28 FP inh -5.2.
O=C(CCn1c(=S)oc2ccccc21)NC1CCCCCC1 was read as BoNT-F LC inh 0.1, Mtb FBA inh 0.5, UGM FP inh 0.3, BoNT-A LC inh2 -1.1, PrPC surface inh 5.8, GDH-TPI inh 6.2, CCHF vOTU inh -11.3 and FadD28 FP inh 1.1.
`O=C1C2CCCN2C(c2ccccc2)N1c1ccccn1` (configuration not stated) gave BoNT-F LC inh 7.5, Mtb FBA inh 0.2, UGM FP inh 0.7, BoNT-A LC inh2 1.4, PrPC surface inh -5.6, GDH-TPI inh 10.1, Mtb BioA inh -0.2, CCHF vOTU inh -11.9 and FadD28 FP inh 0.1.
For CCO[C@@H]1OC(C(N)=O)=C[C@H](C2CC2)[C@H]1CCCO the results were BoNT-F LC inh -8.0, Mtb FBA inh 1.4, UGM FP inh 2.6, BoNT-A LC inh2 -0.1, PrPC surface inh -4.5, GDH-TPI inh -0.5, Mtb BioA inh 0.4, CCHF vOTU inh -4.2 and FadD28 FP inh -1.5.
Screening COc1ccc(NS(=O)(=O)c2cc(NC(=O)c3ccncc3)ccc2N2CCOCC2)cc1 returned BoNT-F LC inh 1.1, Mtb FBA inh -1.0, UGM FP inh 1.5, BoNT-A LC inh2 0.0, PrPC surface inh 3.6, GDH-TPI inh -6.6, Mtb BioA inh 1.1, CCHF vOTU inh -5.1 and FadD28 FP inh -6.0.
O=C(CCS(=O)(=O)c1ccccc1)Nc1cccc2c1C(=O)NC2=O was read as BoNT-F LC inh -5.3, Mtb FBA inh 5.3, UGM FP inh 0.4, BoNT-A LC inh2 -1.9, PrPC surface inh -2.2, GDH-TPI inh 14.2, CCHF vOTU inh -7.3 and FadD28 FP inh 0.7.
Screening O=C(CCC(=O)OCC(=O)c1ccccc1)Nc1cccc(Cl)c1 returned BoNT-F LC inh 0.8, Mtb FBA inh 7.7, UGM FP inh -2.7, BoNT-A LC inh2 -0.3, PrPC surface inh -4.7, GDH-TPI inh 1.8, CCHF vOTU inh 3.4 and FadD28 FP inh 1.6.
For CCC(NC(=O)Nc1ccc(O)cc1)(C(F)(F)F)C(F)(F)F the results were BoNT-F LC inh 2.7, Mtb FBA inh -1.1, UGM FP inh 1.8, BoNT-A LC inh2 -0.2, PrPC surface inh -13.2, GDH-TPI inh 3.9, Mtb BioA inh -0.7, CCHF vOTU inh 62.6* and FadD28 FP inh 1.9.
CC(C)=C(NC(=O)c1ccccc1)C(=O)Nc1cccc(C(=O)O)c1 was read as BoNT-F LC inh 2.7, Mtb FBA inh -0.5, UGM FP inh -2.4, BoNT-A LC inh2 -0.2, PrPC surface inh -2.4, GDH-TPI inh 1.9, CCHF vOTU inh 4.8 and FadD28 FP inh -1.6.
For CC(C)(C)c1nnc(SCC(=O)c2ccccc2)n(N)c1=O the results were BoNT-F LC inh -0.9, Mtb FBA inh -3.4, UGM FP inh -4.4, BoNT-A LC inh2 0.1, PrPC surface inh -6.4, GDH-TPI inh 1.1, CCHF vOTU inh 9.6 and FadD28 FP inh -2.6.
Screening COc1ccc(-c2nc(C#N)c(NCc3ccc(F)cc3)o2)cc1OC returned BoNT-F LC inh 4.9, Mtb FBA inh 102.8*, UGM FP inh 1.0, BoNT-A LC inh2 -0.6, PrPC surface inh 9.6, GDH-TPI inh 10.3, Mtb BioA inh 3.0, CCHF vOTU inh -12.2 and FadD28 FP inh 11.2*.
Screening COc1ccc(CCNC(=O)CSc2ccc(-c3cccs3)nn2)cc1 returned BoNT-F LC inh -5.1, Mtb FBA inh -1.1, UGM FP inh 0.6, BoNT-A LC inh2 -0.1, PrPC surface inh -10.0, GDH-TPI inh 5.3, CCHF vOTU inh -1.5 and FadD28 FP inh -0.7.
`Cc1ccc(Sc2cc(Cl)nc(N)n2)cc1` gave BoNT-F LC inh 1.0, Mtb FBA inh 1.7, UGM FP inh 1.5, BoNT-A LC inh2 -0.2, PrPC surface inh -5.7, GDH-TPI inh 6.0, Mtb BioA inh -1.2, CCHF vOTU inh 10.2 and FadD28 FP inh -0.8.

Of the compounds above, these contain a cyano group:
For N#CNc1nc(O)cc(=O)[nH]1 the results were BoNT-F LC inh inconclusive, Mtb FBA inh 2.4, UGM FP inh 1.7, BoNT-A LC inh2 -3.8, GDH-TPI inh 6.0, Mtb BioA inh -0.7 and FadD28 FP inh -1.6.
Screening COc1ccc(-c2nc(C#N)c(NCc3ccc(F)cc3)o2)cc1OC returned BoNT-F LC inh 4.9, Mtb FBA inh 102.8*, UGM FP inh 1.0, BoNT-A LC inh2 -0.6, PrPC surface inh 9.6, GDH-TPI inh 10.3, Mtb BioA inh 3.0, CCHF vOTU inh -12.2 and FadD28 FP inh 11.2*.
